Assay outcomes: PubChem, National Center for Advancing Translational Sciences (NCATS)
A350 autofl: compound fluoresces in the Alexa 350 spectral region. Compound autofluorescence, 340/450 nm, Alexa 350 dye-equivalents; active compounds read high. max dye-equivalent concentration, M. 11% of 59,000 active. AID 590; in the data active = max dye-equivalent concentration above about 10 nM; inconclusive = mostly about 1.1 nM to 9.6 nM
Hsp90 Hop PPI: changes Hsp90-Hop TPR2A binding signal, up or down; AlphaScreen TPR2A-His6 binding biotin-Hsp90 C-terminal peptide; 0.44% of 71,000 active; AID 595; Potency, µM (titrated, usually from 57 µM), without a hit: top-dose activity change, negative = inhibition; active = well fitted curve in either direction with a large enough effect; inconclusive = small, poorly fitted or top-dose-only effect, or another doubt; note: potency is the fitted concentration of half-maximal effect; % is set by controls: 0 for no effect and ±100 for the full control effect; many of its hits are not listed in these tables
HBB splicing: modulators of hemoglobin beta chain splicing; HBB splicing reporter cell assay, activation; EGFP reporter with mutant IVS2-654 intron; response scale: normalised to 500 nM splice-correcting PNA; Potency, µM (highest dose often 46.1 µM), for inactives: at the highest dose activation, actives largely listed as activators; 0.06% of 65,000 active; note: potency is the fitted concentration of half-maximal effect; 0% is about no effect
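HeLa cells stably expressing EGFP interrupted by mutant beta-globin intron 2 (IVS2-654), 500/well in 2% FCS. Treated with compound for 2 days at 37C. Splicing correction scored as total well GFP intensity (488 nm excitation, 500-520 nm emission); 500 nM antisense PNA served as control.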
ALOX15 inhib: blocks human 15-lipoxygenase activity; P16050; purified 15hLO-1, xylenol orange hydroperoxide absorbance; Potency, µM (doses to about 57.1 µM), inactives show at the highest dose activity change, negative = inhibition, actives largely listed as inhibitors; 1.4% of 74,000 active; AID 887; note: potency is the fitted concentration of half-maximal effect; % is set by controls: 0 for no effect and ±100 for the full control effect; nearly all actives have a fitted effect of over 55% in size
Target sequence (P16050 whole entry, looked up): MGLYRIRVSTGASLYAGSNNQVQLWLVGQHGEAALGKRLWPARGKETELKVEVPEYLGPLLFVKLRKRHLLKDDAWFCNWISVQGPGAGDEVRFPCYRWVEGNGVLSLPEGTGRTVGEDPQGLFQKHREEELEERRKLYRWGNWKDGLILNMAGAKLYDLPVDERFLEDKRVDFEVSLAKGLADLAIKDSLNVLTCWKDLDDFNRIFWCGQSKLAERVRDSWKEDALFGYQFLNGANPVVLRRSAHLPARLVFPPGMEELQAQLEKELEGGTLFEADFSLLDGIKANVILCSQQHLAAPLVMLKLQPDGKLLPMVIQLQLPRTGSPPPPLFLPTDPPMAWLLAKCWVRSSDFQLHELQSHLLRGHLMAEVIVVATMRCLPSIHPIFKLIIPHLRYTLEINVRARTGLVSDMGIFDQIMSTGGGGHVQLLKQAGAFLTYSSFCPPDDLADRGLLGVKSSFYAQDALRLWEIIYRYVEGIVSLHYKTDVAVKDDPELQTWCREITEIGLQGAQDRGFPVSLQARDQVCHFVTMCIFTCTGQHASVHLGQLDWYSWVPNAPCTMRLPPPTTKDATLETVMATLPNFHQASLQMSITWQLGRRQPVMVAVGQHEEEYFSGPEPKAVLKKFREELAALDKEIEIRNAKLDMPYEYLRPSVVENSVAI
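Quantitative HTS in 25 mM Hepes pH 7.5 containing 0.01% Triton X-100: human 15hLO-1 at 40 nM, arachidonic acid at 50 uM, 6 min turnover. Product quantified via ferrous oxidation/xylenol orange, 573:405 nm absorbance ratio.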
CRE-bla Fsk: CRE-bla signaling modulation under forskolin stimulation; CHO CRE-bla reporter (cAMP response element driving beta-lactamase), forskolin EC10, beta-lactamase ratio; Potency, µM (top dose mostly 38.2 µM), for inactives: at the highest dose activity change, negative = inhibition, actives largely listed as activators; 2.5% of 71,000 active; AID 662; active = well fitted activation curve with a large enough effect in the signal ratio, with a control signal flat, not every such curve was filed as active; inconclusive = small, poorly fitted or top-dose-only effect, or effect the other way, or a change in a side signal; the % refers to the signal ratio; note: potency is the fitted concentration of half-maximal effect; % of control where 0% means no effect
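Reporter-gene assay: CHO cells with beta-lactamase behind cAMP responsive elements, co-treated with compound and EC10 NKH 477 for 3 hours at 37 degrees Celsius. Activity came from the 460/530 nm CCF4 emission ratio.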
Epigenetic mod: epigenetic GFP locus derepression in mouse cells | mouse C127i GFP locus derepression, cytometry, 30 h | Potency, µM (top dose mostly 46.1 µM), for inactives: at the highest dose GFP derepression (activation) | 0.09% of 68,000 active | AID 597; note: % of control where 0% means no effect
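Read-out is the number of GFP-positive cells, scored as fluorescent objects 20 to 120 um wide, reflecting derepression of a silenced CMV-GFP reporter in murine C127i cells after 30 h compound exposure at 37 C.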
BRCT inh green: inhibitors of human BRCA1 BRCT-phosphoprotein interaction (green fluorophore); 0.05% of 75,000 active; BRCA1 BRCT-phosphopeptide binding, green fluorescence polarization; Potency, µM (highest dose often 76.9 µM), for inactives: top-dose activity change, negative = inhibition, actives largely listed as inhibitors; AID 875;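 note: potency is the fitted concentration of half-maximal effect; plate controls were peptide without protein for full effect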
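Compounds were incubated for 12 min at room temperature with a complex of 100 nM fluorescein-tagged pBACH1 decapeptide and 250 nM His-tagged BRCT protein. Buffer was phosphate pH 7.3 with EDTA, DTT and Tween 20. Disruption of binding lowers the polarization signal.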
DNA Pol III inh: inhibitors of bacterial DNA polymerase III holoenzyme | reconstituted DNA polymerase III holoenzyme replication, biochemical | Potency, µM (titrated, usually from 57.1 µM), for inactives: top-dose activity change, negative = inhibition | 0.25% of 71,000 active | AID 603; note: potency is the fitted concentration of half-maximal effect; % is set by controls: 0 for no effect and ±100 for the full control effect
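Reconstituted *E. coli* holoenzyme (0.35 nM Pol III, 1 nM beta, 154 nM SSB, 2 nM primase) was preincubated with compound for 15 min at RT. Synthesis on 1.4 nM ssM13Gori ran 35 min, then was stopped with PicoGreen/EDTA and read as dsDNA fluorescence.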
UbGFP stabilizer: inhibits proteasome, raising ubiquitin-GFP reporter fluorescence. 67,000 tested, under 10 active. Potency, µM (titrated, usually from 45.9 µM), for inactives: at the top dose activation (GFP accumulation), hits mostly activators. AID 526. Ubiquitin-GFP reporter cells, proteasome inhibition, GFP fluorescence; response scale: untreated = 0%, 10 µM MG-132 = 100%; active = well fitted activation curve with a large enough effect, not every such curve was filed as active; inconclusive = small, poorly fitted or top-dose-only effect, or another doubt; inactive = no such curve, though single readings can be large or run the other way; note: potency is the fitted concentration of half-maximal effect
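U2OS cells stably expressing ubiquitin(G76V)-GFP, seeded overnight in 0.5% FBS medium, were exposed to compounds (qHTS, 46 uM to 2.9 nM) for 4 hr at 37 °C. GFP-positive cells were counted by laser cytometry (488 ex/515 em), normalized between basal and 10 uM MG-132.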
4MU fluor: 4-MU region autofluorescence; compound autofluorescence, 340/450 nm, 4-MU equivalents; active compounds read high; max dye-equivalent concentration, M; 11% of 59,000 active; AID 589; in the data active = max dye-equivalent concentration above about 10 nM; inconclusive = mostly about 1.1 nM to 9.6 nM
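Compounds in 100 mM Tris, pH 8.0, sat 15 min at room temperature before fluorescence was read at 340 nm excitation/450 nm emission; a per-plate six-point 4-MU standard curve converted signals to dye-equivalent concentration at each compound concentration.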
BRCT inh red: BRCT-phosphoprotein interaction inhibition (red fluorophore) | P38398 | BRCT-phosphopeptide binding, red fluorescence polarization | Potency, µM (series often up to 76.9 µM), for the others: at the highest dose activity change, negative = inhibition, actives largely listed as inhibitors | 0.03% of 75,000 active | AID 892; note: % is set by controls: 0 for no effect and ±100 for the full control effect
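Fluorescence polarization: 100 nM His-tagged BRCA1 BRCT with 100 nM TAMRA-labelled phospho-BACH1 decapeptide, phosphate buffer pH 7.3 with 150 mM NaCl, DTT, 0.01% Tween 20; 12 min RT. Binding inhibition seen as FP decrease.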
* = called active by the depositor; i = inactive; ? = inconclusive; nt = no result given; [ ] = another dose, or the depositor's remark. Unless noted, calls come from the whole dose curve; as a rule, active = well fitted curve in the direction sought with a large enough effect; inconclusive = small, poorly fitted or top-dose-only effect, or another doubt; inactive = no such curve, though single readings can be large; an effect the other way counts as inactive or inconclusive.

SMILES	A350 autofl	Hsp90 Hop PPI	HBB splicing	ALOX15 inhib	CRE-bla Fsk	Epigenetic mod	BRCT inh green	DNA Pol III inh	UbGFP stabilizer	4MU fluor	BRCT inh red
N#Cc1ccsc1NC(=O)c1cnccn1	i	-9%	0.2%[57.5 µM]	?	?	0%	-1.3%	-8%	1%	i	0.1%
CC(C)(C)SCCNC(=O)CSc1ccccc1	nt	-1%[11 µM]	-2.6%[0.0738 µM]	-10%[11.4 µM]	9%[7.6 µM]	0%	-0.2%	-2%[11.4 µM]	-6%[9.17 µM]	nt	-0.9%
CN(C)S(=O)(=O)c1cccc(C(=O)OCC(=O)Nc2ccccc2OC(F)F)c1	i	4%	-5.9%	6%	4%	-1%	-2.8%	1%	-1%	i	1.3%
Cc1cccc(C)c1NC(=O)CSc1nnc(-c2ccoc2C)n1C	i	1%	nt	3%	2%	-2%	-1.5%	2%	5%	i	-0.1%
COc1ccc(S(=O)(=O)NCCc2csc(C)n2)cc1C	i	1%	-0.3%	-7%	1%	0%	-0.4%	-1%	-1%	i	-1.3%
CCOC(=O)CSc1nnc(Cn2c(=O)sc3ccccc32)n1C	nt	-1%	-0.2%	1%	0%	-1%	-0.7%	-7%	3%	nt	-0.1%
CCOC(=O)c1cc2sccc2n1CC(=O)Nc1ccc(OC)c(OC)c1	i	-4%	nt	-1%	-2%	2%	-1.7%	-4%	1%	i	-4.5%
O=C1c2sc3nc4ccccc4n3c2C(=O)N1c1ccccc1Cl	i	-1%	0.1%[0.369 µM]	-27%	-4%	0%	6.9%	-7%	nt	i	-0.3%
CCN(CC)S(=O)(=O)c1cc(Br)c(C)cc1OC	i	15%	0.6%	-2%	-5%	2%	-5.5%	2%	0%	i	-3.2%
O=C(Cc1ncn[nH]1)NCCc1ccccc1	nt	2%	0.0%	10%	-7%	0%	-3.8%	-2%	-5%	nt	-1.3%
Cc1noc(C)c1-c1cc(NCc2ccccc2)ncn1	i	-1%	0.2%	-1%	9%	-3%[9.22 µM]	-1.5%	11%	-3%	i	0.2%
C=CCOC(=O)CCC(=O)Nc1cc(OC)nc(OC)n1	i	-3%	2.1%[0.369 µM]	15%	8%	0%	-0.2%	-5%	nt	i	-1.1%
CCc1nnc(NC(=O)CC(=O)Nc2ccccc2C(=O)O)s1	i	-1%	0.2%[0.369 µM]	6%	?	0%	-3.5%	-1%	nt	i	-0.3%
COC(=O)C1C2C=CC3(CN(C4CCCC4)C(=O)C13)O2 (configuration not stated)	i	-1%	nt	8%	-1%	-2%	-2.6%	0%	-1%	i	-0.7%
CC(=O)c1cccc(NS(=O)(=O)N2CCCCC2)c1	i	-2%	0.9%	0%	-4%	2%	-1.1%	-5%	-2%	i	-0.4%
COC(=O)c1sc(N2C(=O)C(O)=C(C(=O)c3ccc(C)o3)C2c2ccc(F)cc2)nc1C (configuration not stated)	nt	-15%[11 µM]	1.0%[0.0738 µM]	6%[11.4 µM]	4µM*	0%	2.5%	-1%[11.4 µM]	?	nt	1.4%
c1ccc(Cn2nnc3c(N4CCc5ccccc54)ncnc32)cc1	8.5e-07M*	0%	nt	5%	0%	-3%	-0.7%	3%	-2%	1.1e-06M*	0.6%
CC(=O)Nc1ccccc1C(=O)N1CC(C)OC(C)C1 (configuration not stated)	i	0%	0.0%[57.5 µM]	13%	4%	-1%	-1.9%	-1%	1%	i	-2.7%
COc1ccccc1OCc1ccc(C(=O)n2nc(C)c(Cl)c2C)o1	i	11%	0.5%	-3%	?	5%	-2.1%	-12%	-2%	i	-0.7%
COc1ccc(OC(=O)c2cccc(S(=O)(=O)N3CCCC3)c2)cc1	i	6%	0.0%	4%	-8%	10%	-2.0%	3%	-3%	i	1.5%
N[C@H]1[C@@H](C(=O)O)[C@H]2C=C[C@H]1C2	i	10%[11 µM]	0.7%[9.22 µM]	1%[11.4 µM]	-1%[7.6 µM]	-1%[9.22 µM]	-0.2%[15.4 µM]	-9%[11.4 µM]	-2%[9.17 µM]	i	1.7%[15.4 µM]
COc1cccc(C(=O)N(Cc2nc(-c3ccc(C)cc3)no2)C(C)C)c1	i	3%	-2.1%	-9%	-4%	-3%	-1.2%	0%	-1%	i	-3.5%
NC(=O)CSc1nc2ccccc2n1Cc1ccccc1F	i	-3%	0.5%	12%	-7%	-3%	-0.3%	-6%	-3%	i	-4.7%
O=C(NCCc1c[nH]c2ccccc12)[C@@H]1C[C@H]1[C@@H](NP(=O)(c1ccccc1)c1ccccc1)c1ccccc1	nt	-23%	0.7%	nt	-22%	nt	-0.9%	-3%	nt	nt	-1.5%

One compound at a time, as listed above.
CCc1nnc(NC(=O)CC(=O)Nc2ccccc2C(=O)O)s1 is entered as A350 autofl = i; Hsp90 Hop PPI = -1%; HBB splicing = 0.2%[0.369 µM]; ALOX15 inhib = 6%; CRE-bla Fsk = ?; Epigenetic mod = 0%; BRCT inh green = -3.5%; DNA Pol III inh = -1%; UbGFP stabilizer = nt; 4MU fluor = i; BRCT inh red = -0.3%
COc1ccc(OC(=O)c2cccc(S(=O)(=O)N3CCCC3)c2)cc1 is entered as A350 autofl = i; Hsp90 Hop PPI = 6%; HBB splicing = 0.0%; ALOX15 inhib = 4%; CRE-bla Fsk = -8%; Epigenetic mod = 10%; BRCT inh green = -2.0%; DNA Pol III inh = 3%; UbGFP stabilizer = -3%; 4MU fluor = i; BRCT inh red = 1.5%

More records follow:
SMILES	A350 autofl	Hsp90 Hop PPI	HBB splicing	ALOX15 inhib	CRE-bla Fsk	Epigenetic mod	BRCT inh green	DNA Pol III inh	UbGFP stabilizer	4MU fluor	BRCT inh red
[N-]=[N+]=CC(=O)CC(c1ccccc1)N1C(=O)c2ccccc2C1=O (configuration not stated)	i	?	2.1%[0.369 µM]	-3%	3%	0%	0.3%	-3%	nt	i	0.4%
CC(=O)N=c1cccc(NC(C)=O)n1O	nt	-1%	-0.9%[9.22 µM]	6%	2%	-2%	-3.3%	-15%	-2%	nt	-1.3%
C=CCn1c(SCC(=O)Nc2cccc(C)c2)nnc1-c1cnccn1	i	-2%	3.3%[0.369 µM]	5%	?	0%	-0.9%	-10%	nt	i	-0.8%
CC1CCN(CCCNC(=O)C2CCC(=O)N2C2CCCC2)CC1 (configuration not stated)	i	0%	-0.9%	8%	-6%	6%	0.0%	-2%	-5%	i	0.2%
CCc1c(C)nc(SCCOc2ccc(OC)cc2)[nH]c1=O	nt	-1%	-0.2%	-1%	?	nt	-1.5%	-1%	6%	nt	1.6%
CCOc1ccc(Nc2oc(Cc3ccccc3)nc2C#N)cc1	i	-30%	-1.2%	?	?	0%	0.8%	-8%	0%	i	-0.9%
COc1ccc(C)c2sc(N3CCCC3)nc12	i	-1%	-1.4%[57.5 µM]	-12%	-3%	-1%	-4.1%	7%	-5%	i	-0.3%
COC(=O)c1ccccc1CCC(C)=O	i	1%	-2.4%	9%	?	-1%	-0.4%	0%	12%	i	1.4%
COC(=O)C1CC1C(NC(=O)[C@H]1CCCCN1)c1ccccc1 (some centres not stated)	nt	-6%	-0.6%	nt	-8%	nt	-1.6%	2%	nt	nt	0.8%
CNCc1ccc(OCc2ccccc2)c(OC)c1	i	-5%	0.6%	13%	-1%	6%	-2.0%	-2%	14%	i	0.1%
N#Cc1c(N)n(CCCN2CCOCC2)c2nc3ccccc3nc12	8.2e-06M*	?	-0.7%	-19%	13µM*	-5%	-0.9%	-8%	1%	5.3e-06M*	0.1%
CC(=O)NS(=O)(=O)c1ccccc1	i	0%	0.3%[57.5 µM]	11%	0%	-2%	-2.6%	-6%	0%	i	0.7%
Cc1sc2ncnc(N[C@@H](CCC(=O)O)C(=O)O)c2c1C	i	-3%	-2.2%[57.5 µM]	3%	-8%	0%	-2.2%	-3%	0%	i	0.1%
Cn1c(SCC(=O)N2CCCc3ccccc32)nnc1-c1cccs1	i	2%	nt	5%	-4%	4%	-2.4%	-4%	-6%	i	-0.6%
O=C(Nc1ccc2c(c1)OCO2)N1CCN(S(=O)(=O)c2ccc(Cl)cc2)CC1	?	-11%	7.5%	-22%	-6%	3%	-2.3%	-2%	-6%	i	-2.7%
Cc1ccc(-c2nn(C)c(=O)c3ccccc23)cc1S(=O)(=O)N1CCCC1	nt	-2%	-1.3%	1%	3.2µM*	nt	4.9%	-9%	-4%	nt	0.2%
